Screening data: PubChem, The Scripps Research Institute Molecular Screening Center
ULK1 inh = human ULK1 kinase inhibition, primary screen; 30,000 tested, 1.9% active; inhibition, % at 5.96 µM; AlphaScreen Atg13 phosphorylation by ULK1, luminescence; in the data active = inhibition above about 43%;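 note: 0% = median of compound wells and 100% = no enzyme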
ASK1 primary = inhibitors of human ASK1 kinase. Q99683. AlphaScreen MKK6 phosphorylation by ASK1, luminescence. inhibition, % at 7.44 µM. 22,000 tested, 0.99% active. AID 1159602; in the data active = inhibition above about 35%;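 note: 0% = median of compound wells and 100% = no enzyme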
Target sequence (Q99683 whole entry, looked up): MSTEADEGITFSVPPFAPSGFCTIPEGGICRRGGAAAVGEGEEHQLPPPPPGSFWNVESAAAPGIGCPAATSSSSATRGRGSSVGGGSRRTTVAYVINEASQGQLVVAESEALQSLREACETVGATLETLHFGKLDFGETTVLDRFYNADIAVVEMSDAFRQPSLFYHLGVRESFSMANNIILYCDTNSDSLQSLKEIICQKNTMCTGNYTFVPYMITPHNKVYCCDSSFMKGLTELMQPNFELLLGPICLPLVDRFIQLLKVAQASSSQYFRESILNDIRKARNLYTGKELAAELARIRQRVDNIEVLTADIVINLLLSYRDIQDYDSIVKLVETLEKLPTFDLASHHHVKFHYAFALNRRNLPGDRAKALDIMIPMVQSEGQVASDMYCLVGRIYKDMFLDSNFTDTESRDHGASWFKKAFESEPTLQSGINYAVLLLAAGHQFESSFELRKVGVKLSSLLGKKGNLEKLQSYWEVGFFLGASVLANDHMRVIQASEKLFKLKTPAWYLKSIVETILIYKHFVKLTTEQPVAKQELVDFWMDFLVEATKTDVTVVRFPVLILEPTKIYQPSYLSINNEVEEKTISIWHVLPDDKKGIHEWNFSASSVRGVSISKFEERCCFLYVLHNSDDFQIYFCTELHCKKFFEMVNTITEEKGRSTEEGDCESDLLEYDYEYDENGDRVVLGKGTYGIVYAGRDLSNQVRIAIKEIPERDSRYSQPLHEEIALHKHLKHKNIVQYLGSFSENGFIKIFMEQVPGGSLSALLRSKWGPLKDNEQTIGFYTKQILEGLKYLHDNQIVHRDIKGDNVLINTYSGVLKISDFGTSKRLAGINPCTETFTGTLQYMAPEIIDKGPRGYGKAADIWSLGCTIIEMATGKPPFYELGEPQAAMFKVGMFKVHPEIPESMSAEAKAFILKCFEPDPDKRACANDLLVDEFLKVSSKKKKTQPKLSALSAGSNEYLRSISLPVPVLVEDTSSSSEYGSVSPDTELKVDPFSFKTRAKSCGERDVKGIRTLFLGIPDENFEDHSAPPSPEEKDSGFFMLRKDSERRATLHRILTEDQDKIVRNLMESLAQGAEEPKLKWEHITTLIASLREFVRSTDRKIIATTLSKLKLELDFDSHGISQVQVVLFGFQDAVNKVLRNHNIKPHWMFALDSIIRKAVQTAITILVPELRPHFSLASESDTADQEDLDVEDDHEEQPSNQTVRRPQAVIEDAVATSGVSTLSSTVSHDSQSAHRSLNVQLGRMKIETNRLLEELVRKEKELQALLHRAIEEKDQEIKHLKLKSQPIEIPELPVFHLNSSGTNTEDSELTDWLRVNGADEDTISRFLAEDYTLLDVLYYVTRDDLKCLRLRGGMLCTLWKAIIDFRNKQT
Numbers without * were called inactive; . = no result given; & = joins results of further samples. Rows are unselected; overall some 2.2% were active at least once.

SMILES	ULK1 inh	ASK1 primary
Cc1cc(NCc2cccc(C(F)(F)F)c2)nc(N2CCN(c3ccccn3)CC2)n1	-19	-8
Fc1cnc(Nc2ccc(-n3cnc(-c4cccnc4)n3)cc2)cc1-n1cnc(Nc2ccccc2)n1	14	6
O=C(Nc1cccc(Cl)c1N1CCC(N2CCOCC2)CC1)c1ccc(Br)o1	3	10
CCCNC(=O)c1cc(Cl)nc2ccccc12	4	11
FC(F)(F)c1cccc(CNc2cc(-c3csc4ccccc34)ncn2)c1	-21	-12
Cc1ccc(COC(=O)Nc2ccc(-c3cn[nH]c3)cc2)cc1	-1	-1
N#Cc1ccc(-c2ccnc(Nc3ccc(S(N)(=O)=O)cc3)n2)cc1	7	-7
O=C1CSC(=O)N1	-11	.
COc1ccc(-c2ncc(C)c(NCCN(C(C)C)C(C)C)n2)cc1	0	1
O=c1n(CCCN2CCN(c3cccc(Cl)c3)CC2)nc2ccccn12	-10	.
O=C1c2ccccc2S(=O)(=O)N1CCCN1CCN(c2ncccn2)CC1	24	.
O=C(Nc1ccc2[nH]ncc2c1)[C@H](O)COc1ccc(F)cc1Br	-8	-13
Cc1sc2ncnc(N3CCC(C(=O)O)CC3)c2c1C	1	.
Nc1ncnc2c1ncn2[C@@H]1O[C@H](COP(=O)(O)OP(=O)(O)OP(=O)(O)O)[C@@H](O)[C@H]1O	11	.
Cc1cccnc1-c1ncn(-c2ccc(Nc3nccc(-c4cc(F)cc(N5CCOCC5)c4)n3)cc2)n1	-11	-32
FC(F)(F)c1cccc(CNc2cc(Oc3ccccc3)ncn2)c1	-8	-29
CCN(CC)c1nc(NCCN(C(C)C)C(C)C)nc(N2CCOCC2)n1	4	2
O=C(NCc1ccccc1)c1cccc(Nc2ccccc2)c1	4	-12
CC(C)n1cnc2c(NCCO)nc(Nc3ccc4ncccc4c3)nc21	25	12
COc1ccc2c(c1)CC(C(=O)Nc1ccc(-c3cn[nH]c3C)cc1C(=O)O)CO2 (centres undefined)	-5	-4
CN1CCN(C(=O)c2ccc(-c3nc(Nc4ccc(N5CCOCC5)cc4)c4ncn(-c5ccccc5)c4n3)cc2)CC1	-3	24
Cc1nc(C)n(-c2ccc(Nc3nccc(-c4cc(F)cc(N5CCOCC5)c4)n3)cc2)n1	-12	-5
O=C(NCc1ccccc1)c1cnc(NCCN2CCOCC2)s1	9	-16
O=C(C(O)c1ccc(Br)cc1)N1CCC(c2nc(-c3ccncc3)no2)C1 (centres undefined)	-1	-7
Nc1cccc(-c2ncc(C(=O)NCc3ccccc3)s2)c1	0	5
N[C@@H](Cc1ccc(Br)cc1)C(=O)N1CC[C@H](C(=O)Nc2ccc3[nH]ncc3c2)C1	-3	-4
CCN(CC)C(=O)C1CCCN(c2ccc(-n3cc(CC(=O)Nc4ccc(Oc5ccccc5)cc4)c4ccccc43)nn2)C1 (centres undefined)	6	3
Fc1ccc(-c2cnc(NCc3ccco3)nc2)cc1	14	.
CC(=O)Nc1ccc(Nc2nc(NCc3ccc4c(c3)OCO4)nc3c2ncn3-c2ccsc2)cc1	-9	21
O=C1CCCN1CCn1cnc2c(NCCO)nc(Nc3ccccc3)nc21	-17	1
Oc1ccc(CCNc2ccnc(N3CCN(Cc4ccc5c(c4)OCO5)CC3)n2)cc1	0	29
O=C1CCCN1CCCNc1nc(NC2CCN(Cc3ccccc3)CC2)nc2c1ncn2CCN1CCCC1=O	6	-25
CCCNc1ccnc(-c2ccc(N3CCOCC3)nc2)n1	6	2
CCC(C)NC(=O)C1CCN(S(=O)(=O)c2ccc(C)c(Cl)c2)CC1 (centres undefined)	4	.
COc1ccc(CCNc2nc(Nc3ccc4ncccc4c3)nc3nc[nH]c23)cc1	35	-4
c1cncc(Nc2nc(NCCN3CCOCC3)c3ncn(C4CCCCC4)c3n2)c1	8	-1
CC(=O)c1cccc(-c2cccc(C(=O)NCc3cccnc3)n2)c1	-6	4
CS(=O)(=O)c1cccc(N2CCN(Cc3ccc4ccccc4c3)C2=O)c1	3	.
Cc1cnc(-c2cccc(N)c2)nc1NC1CCN(Cc2ccccc2)CC1	-16	-1
Cc1cnc(Nc2ccccn2)nc1NCc1cccc(C(F)(F)F)c1	-11	-3
CCCNC(=O)c1ccc(OC)c([N+](=O)[O-])c1	0	.
Cc1ccc(O)c(-n2nc3ccccc3n2)c1	0	.
O=C(NCCCN1CCCC1=O)c1cccc(-c2ccccc2)n1	11	7
COc1cc2nc(NCc3cccnc3)nc(NCCN3CCOCC3)c2cc1OC	-6	-7
O=C(CCCN1C(=O)/C(=C/c2cccs2)SC1=S)NNC(=O)c1ccccc1O	-4	.
COc1ccccc1N1CCN(CCCC(=O)c2ccc(F)cc2)CC1	-1	.
CCCCC(=O)Nc1ncc(Cc2ccccc2)s1	6	.
Oc1ccc(CCNc2nc(Nc3ccccn3)nc3nc[nH]c23)cc1	3	-10
CC(C)COCC(CN(Cc1ccccc1)c1ccccc1)N1CCCC1 (centres undefined)	-8	.
c1nc(NCc2ccc3c(c2)OCO3)cc(NC2CC2)n1	1	-3
c1cncc(CNc2nc(-c3ccc(N4CCOCC4)nc3)nc3c2ncn3C2CCCCC2)c1	-20	8
CCNc1nc2ccc(C(=O)NCc3ccccc3)cc2s1	8	-19
CC(C)N(CCNC(=O)C1CCN(c2ccc(NC3CCN(Cc4ccccc4)CC3)nn2)CC1)C(C)C	4	0
CC(=O)Nc1ccc(Nc2cc(C)nc(-c3ccccc3)n2)cc1	-20	1
CCCNC(=O)c1cccc(N2CCCC(C(=O)N(CC)CC)C2)c1 (centres undefined)	3	3
Cc1nc2ncccc2c(=O)n1-c1ccc(F)c(NC(=O)C2CC2)c1	9	.
CC(C)(C)CC(C)(C)c1cc(Cc2cc(C(C)(C)CC(C)(C)C)cc(-n3nc4ccccc4n3)c2O)c(O)c(-n2nc3ccccc3n2)c1	-13	.
C[C@H](N)C(=O)O	1	.
CCCNc1ncnc2nc(Nc3nccc4ccccc34)[nH]c12	-1	2
CCNc1nccc(NCCc2ccc(O)cc2)n1	-1	-6
(cont.)
SMILES	ULK1 inh	ASK1 primary
COC(=O)c1cc([N+](=O)[O-])cc2c1-c1c(cc([N+](=O)[O-])cc1[N+](=O)[O-])C2=C(C)C	37	.
CC(C)n1c(Nc2ccccn2)nc2c(NC3CCN(Cc4ccccc4)CC3)ncnc21	8	-1
FC(F)(F)c1cccc(CNc2cc(Nc3ccccc3)ncn2)c1	-8	3
Cc1noc(C)c1-c1nc(Nc2ccc(N3CCOCC3)cc2)c2ncn(Cc3ccc(C(F)(F)F)cc3)c2n1	-1	30
NCc1ccc(S(N)(=O)=O)cc1	-9	.
COc1cc(Nc2nc(C)cc(NCc3ccccc3)n2)cc(OC)c1OC	-10	4
C/C(CC(=O)NCc1ccc(Cl)cc1)=N\NC(=O)c1ccccc1F	-2	.
CC(=O)Nc1ccc(Nc2nc(-c3ccccc3)nc3c2ncn3-c2ccsc2)cc1	-27	1
CC(=O)Nc1ccc(Nc2ccnc(Nc3ccncc3)n2)cc1	6	-12
O=C(O)c1c2c(nc3ccccc13)CCN(CC(O)c1ccccc1)C2 (centres undefined)	-1	.
COc1ccc(-c2cncc(C(=O)NCc3ccccc3)c2)cn1	0	-2
Cc1ccc(-n2c(=O)[nH]c3c(C(=O)Nc4ccc(Cl)cc4)cn(C)c3c2=O)cc1	-2	.
OCC1CCCN1c1nc(Nc2ccccc2)c2ncn(Cc3ccc(C(F)(F)F)cc3)c2n1 (centres undefined)	-38	5
COc1c2occc2c(OC)c2c(=O)cc(C)oc12	-1	.
COc1ccc(CCNc2nc(OC)nc(-c3cccc(C(C)=O)c3)n2)cc1	-13	4
CC(=O)c1cccc(-c2cc(NCCc3ccc(O)cc3)nc(N)n2)c1	-3	-6
N#CN=C(N)c1sc2nc(-c3cccs3)cc(C(F)(F)F)c2c1N	-8	.
Cc1cnc(-c2ccc(C(N)=O)cc2)nc1NCCc1ccc(O)cc1	-2	7
CN1CCN(c2ccc(-c3ncc(C(=O)NCc4cccc(C(F)(F)F)c4)s3)cc2)CC1	-10	-22
COc1ccc(CC2c3cc(OC)c(OC)cc3CC[N+]2(C)CCC(=O)OCCCCCOC(=O)CC[N+]2(C)CCc3cc(OC)c(OC)cc3C2Cc2ccc(OC)c(OC)c2)cc1OC (centres undefined)	-4	.
O=C(O)c1ccccc1OP(=O)(O)O	1	.
O=C(/C(=C\c1ccc(OCc2ccccc2)cc1)n1ccccc1=O)N1CCOCC1	-22	.
O=C(NCCOc1ccccc1)c1ccnc(NC2CCN(Cc3ccccc3)CC2)c1	-4	6
CCCNc1ncnc2nc(Nc3ccc4ncccc4c3)[nH]c12	5	-2
CCNc1ncc(C)c(NCCN2CCOCC2)n1	-9	2
CCN(CC)C(=O)C1CCCN(c2nc(NCCOc3ccccc3)nc(N(CC)CC)n2)C1 (centres undefined)	2	-2
O=[n+]1ccn([O-])c2ccccc21	-4&0	.
c1ccc(CNc2nc(Nc3ccccc3)nc3c2ncn3C2CCCCC2)cc1	-13	9
COc1ccc(-c2cc(NCc3nc4ccccc4[nH]3)nc(N)n2)cc1	3	6
CN(C)c1cccc(Nc2nc(C(=O)NCCN3CCOCC3)cs2)c1	5	-1

3 entries out of the list above, sorted by their value in ASK1 primary, rising.
SMILES	ULK1 inh	ASK1 primary
Cc1nc(C)n(-c2ccc(Nc3nccc(-c4cc(F)cc(N5CCOCC5)c4)n3)cc2)n1	-12	-5
c1nc(NCc2ccc3c(c2)OCO3)cc(NC2CC2)n1	1	-3
Cc1cnc(-c2cccc(N)c2)nc1NC1CCN(Cc2ccccc2)CC1	-16	-1

(next part)
SMILES	ULK1 inh	ASK1 primary
COc1nc(NCCO)nc(-c2csc3ccccc23)n1	-14	-2
Cc1ncn(-c2ccc(Nc3nccc(-n4cc(NC(=O)Cc5ccccc5)cn4)n3)cc2)n1	2	21
COc1ccc(NC(=S)N2CCC(C(N)=O)(N3CCCCC3)CC2)c(OC)c1	6	.
NC(=O)c1ccc(-c2cccc(C(=O)NC3CC3)n2)cc1	1	0
COc1cccc(CN2CCC(CNc3ccc(-c4cn[nH]c4)cc3)C2)c1 (centres undefined)	11	13
O=C(NCc1cccnc1)c1csc(NCc2ccc3c(c2)OCO3)n1	19	-17
CCN(CC)c1nc(NCc2ccccc2)nc(Nc2ccc(-n3ccnc3)cc2)n1	-36	9
c1ccc(OCCNc2ccnc(Nc3cnccn3)n2)cc1	-2	-16
O=C(CCCOc1ccccc1)Nc1ccncc1	-3	.
COc1cc(NC(=O)c2csc(Nc3ncccn3)n2)cc(OC)c1OC	18	0
Nc1cccc(-c2nc(Nc3ccc(N4CCOCC4)cc3)c3ncn(-c4ccsc4)c3n2)c1	-1	10
Cc1cccc(CC(=O)Nc2cnn(-c3cccc(C(=O)Nc4cccc(C(N)=O)c4)c3)c2)c1	-9	-5
C#C[C@]1(O)CC[C@H]2[C@@H]3CCc4cc(OC)ccc4[C@H]3CCC21C (some centres undefined)	-11	.
Cc1noc(C)c1-c1cccc(C(=O)NCc2cccc(C(F)(F)F)c2)n1	-13	-16
OCCNc1cc(Nc2ccc3ncccc3c2)ncn1	4	-5
CC(C)n1cnc2c(Nc3ccccc3)nc(N3CCCC3CO)nc21 (centres undefined)	24	1
CCN(CC)C(=O)C1CCCN(c2nc(NCc3ccccc3)nc(N(CC)CC)n2)C1 (centres undefined)	2	-3
CCN1C(=O)Cc2cc(NC(=O)CCc3ccc(OC)cc3)ccc21	7	.
OCCNc1nc(Nc2ccc(N3CCOCC3)cc2)nc2nc[nH]c12	39	-10
Cc1cc(Nc2ccc3c(c2)OCO3)nc(Nc2cccc(N(C)C)c2)n1	6	62*
O=C(/C=C1\NC2(CCCC2)Cc2ccccc21)N1CCOCC1	-1	.
Cc1cc(NCCN2CCOCC2)nc(Nc2ccc(C(F)(F)F)cc2)n1	3	-1
O=C(Nc1ccc(N2CCOCC2)cc1)C1CCN(c2ccc(Nc3ccncn3)nn2)CC1	8	-3
O=C1[C@H](CC[C@H](O)c2ccc(F)cc2)[C@@H](c2ccc(O)cc2)N1c1ccc(F)cc1	-40	.
COc1ccc(-c2nc3c(NCc4cccc(C(F)(F)F)c4)ncnc3n2C(C)C)cn1	-39	0
Cc1cc(C)c(NC(=O)CN(CC(=O)O)CC(=O)O)c(C)c1Br	-9	.
CN(C)S(=O)(=O)c1ccc(C#N)c(/C=C/C(N)=O)c1	0	.
Nc1nc(NCCOc2ccccc2)cc(Nc2ccc(-n3ccnc3)cc2)n1	7	8
CC(C(=O)O)c1cccc(Oc2ccccc2)c1 (centres undefined)	-4	.
CCNc1nc(NCCN(C(C)C)C(C)C)c2[nH]cnc2n1	8	-4
CCN(CC)c1nc(NCc2nc3ccccc3[nH]2)nc(Nc2ccc(-n3ccnc3)cc2)n1	-4	-11
Cc1nc(C)n(-c2ccc(Nc3ncc(F)c(-c4cc(F)cc(N5CCOCC5)c4)n3)cc2)n1	-1	4

Structural class: those above containing an NH in an aromatic ring.
SMILES	ULK1 inh	ASK1 primary
Cc1ccc(COC(=O)Nc2ccc(-c3cn[nH]c3)cc2)cc1	-1	-1
O=C(Nc1ccc2[nH]ncc2c1)[C@H](O)COc1ccc(F)cc1Br	-8	-13
COc1ccc2c(c1)CC(C(=O)Nc1ccc(-c3cn[nH]c3C)cc1C(=O)O)CO2 (centres undefined)	-5	-4
N[C@@H](Cc1ccc(Br)cc1)C(=O)N1CC[C@H](C(=O)Nc2ccc3[nH]ncc3c2)C1	-3	-4
COc1ccc(CCNc2nc(Nc3ccc4ncccc4c3)nc3nc[nH]c23)cc1	35	-4
Oc1ccc(CCNc2nc(Nc3ccccn3)nc3nc[nH]c23)cc1	3	-10
CCCNc1ncnc2nc(Nc3nccc4ccccc34)[nH]c12	-1	2
Cc1ccc(-n2c(=O)[nH]c3c(C(=O)Nc4ccc(Cl)cc4)cn(C)c3c2=O)cc1	-2	.
CCCNc1ncnc2nc(Nc3ccc4ncccc4c3)[nH]c12	5	-2
COc1ccc(-c2cc(NCc3nc4ccccc4[nH]3)nc(N)n2)cc1	3	6
COc1cccc(CN2CCC(CNc3ccc(-c4cn[nH]c4)cc3)C2)c1 (centres undefined)	11	13
OCCNc1nc(Nc2ccc(N3CCOCC3)cc2)nc2nc[nH]c12	39	-10
CCNc1nc(NCCN(C(C)C)C(C)C)c2[nH]cnc2n1	8	-4
CCN(CC)c1nc(NCc2nc3ccccc3[nH]2)nc(Nc2ccc(-n3ccnc3)cc2)n1	-4	-11
